Assay outcomes from PubChem BioAssay.
Pf Dd2 growth: Plasmodium falciparum Dd2 growth inhibition | P. falciparum Dd2 growth, SYBR Green, 72 h | Potency, µM (top dose mostly 28.9 µM), for the others: at the top dose activity, negative = inhibition, usual class: inhibitors | 4.3% of 120,000 active; active = well fitted inhibition curve with a large enough effect; inconclusive = small, poorly fitted or top-dose-only effect; inactive = no such curve, though single readings can be large or run the other way;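 note: plate controls were DMSO vehicle for no effect and reference drug for full effect; nearly all actives have a fitted effect of over 65% in size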
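Readout: SYBR Green fluorescence, 485 nm excitation, 535 nm emission, after ~16 h lysis at 37C. Before that, Dd2-infected red cells (2.5% hematocrit) grew 72 h with compound, 29 uM top final concentration.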
* hit, by the source's call; i = inactive; ? = inconclusive; [ ] = remark or other dose. Potency is the fitted concentration of half-maximal effect. This is a subset, so the mix of outcomes need not match the whole.

SMILES,Pf Dd2 growth
N#Cc1c(C(F)(F)F)cc(-c2cccs2)nc1SCC(=O)Nc1ccc(F)cc1,4.9%
O=C1NCCCCCN(C(=O)CCC2CCCC2)[C@H]2CCC[C@@H]12,i
Cc1cccc(CC(=O)N2C[C@@H](CO)[C@H](c3ccccn3)C2)c1,8.0%
CCN(CC)C(=O)CCc1c(C)nn(-c2ccc(F)cc2)c1Oc1ccccc1OC,i
Cc1nncn1C1CCN(S(=O)(=O)c2ccc(C(F)(F)F)cc2)CC1,-12.6%
O=C(NC1CC1)[C@@H]1CN(Cc2ccncc2F)C[C@H]1CO,-0.5%
CC(=O)Nc1ccc(CN2CCC3(CC2)CC(=O)c2ccc(Cl)cc2O3)cc1,i
Cn1ccc(NC(=O)c2ccc3c(c2)C2(CCN(CC4CC4)C2)CN3Cc2ccccc2)n1 (stereo unspecified),-3.0%
O=C(NCc1ccccc1F)c1cc2ccccn2n1,15.7%
CCC(=O)Nc1cccc(C2OC(=O)N(Cc3ccc(C)cc3)C2C(=O)NCC2CC2)c1 (stereo unspecified),i
CC(C)NC(=O)N[C@H]1C[C@@H](c2nc(-c3ccc4c(c3)OCO4)no2)N(C)C1,i
CCc1nc2c(=O)n(CC(=O)NCc3ccc(F)cc3Cl)nc(C)c2s1,10.7%
COCC1CN(C(C)=O)CC12CCN(S(=O)(=O)c1cccc(C#N)c1)CC2 (stereo unspecified),-18.0%
COc1ccc(C(CC(=O)NCc2ccccc2Cl)N2Cc3ccccc3C2=O)cc1OC (stereo unspecified),5.1%
COc1ccc(Cn2cc(C(=O)c3ccc(Cl)cc3)c(=O)c3cc4c(cc32)OCO4)cc1,?
COc1ccc(C(N)CC(=O)N2CCC3(CC2)CN(C)C(=O)O3)cc1OC (stereo unspecified),-9.5%
O=C(c1ccco1)N1CCC(O)(c2ccccc2)[C@H](N2CCCC2)C1 (stereo partly specified),?
COc1ccccc1CNC(=O)Cc1c(C)c2cc3c(C)coc3c(C)c2oc1=O,i
COCCNC(=O)CN1C(=O)COc2ccc(S(=O)(=O)N3CCCCCC3)cc21,25.0%
CC1=NOC2(CCN(Cc3ccc(C)cc3)CC2)C1,i
CCC1(N2CCN(S(=O)(=O)c3cc(F)cc(F)c3)CC2)CCN(C(=O)NC)C1 (stereo unspecified),-13.6%
COc1ccc(-c2oc3ncn4nc(COc5c(C)cccc5C)nc4c3c2-c2ccc(OC)cc2)cc1,11.2µM*
COc1ccc(-c2nn(-c3ccccc3C)cc2CN(C)Cc2cn(C)nc2C)cc1F,i
CC(C)CCN1CCC(N2CCN(S(=O)(=O)c3cc(F)cc(F)c3)CC2)C1=O (stereo unspecified),-2.8%
COC1CCN(C(=O)c2cnc3c(c2)N([S+](=O)([O-])c2cccnc2)CCC3)CC1,12.3%[44.1 µM]

2 entries picked at random from those above:
SMILES,Pf Dd2 growth
COc1ccccc1CNC(=O)Cc1c(C)c2cc3c(C)coc3c(C)c2oc1=O,i
N#Cc1c(C(F)(F)F)cc(-c2cccs2)nc1SCC(=O)Nc1ccc(F)cc1,4.9%

The list continues.
SMILES,Pf Dd2 growth
COc1cccc(NC(=O)CN(Cc2ccccc2)S(=O)(=O)c2ccc3nc(C)sc3c2)c1,-22.8%
CCOc1ccccc1CN1CCC2(CCN(C(=O)c3ccccc3)CC2)Oc2ccccc21,?
COc1ccc2c(c1)OCC(C(=O)NCc1csc(N3CCCC3)n1)C2 (stereo unspecified),i
O=C1NC2(CCCN(C(=O)c3ccccc3F)C2)COc2ccccc21 (stereo unspecified),-22.3%
CNC(=O)[C@@H]1C[C@H](Oc2cccnc2)CN1C(=O)c1nccc2ccccc12,4.0%
COc1ccc(CNC(=O)N2CCCCC2c2n[nH]c(C)n2)cc1 (stereo unspecified),-7.9%
CN(Cc1ccccc1)C(=O)Cc1ccc(N(Cc2cccc(F)c2)C(=O)c2ccco2)cc1,?
CCOC(=O)CSc1nc2sc3c(c2c(=O)n1-c1ccccc1)CCC(C(C)(C)C)C3 (stereo unspecified),?
Cc1ccc(-n2ncc(C(=O)N3CCN(c4cccc(C)c4C)CC3)c2C2CCNCC2)c(C)c1,?
CCOC(=O)c1cc2c(=O)n3ccccc3nc2n(CC2CCCO2)c1=NC(=O)c1ccccc1Br (stereo unspecified),i
Cc1ccc(-c2cc(N3CCCN(C(=O)c4ccsc4)CC3)n[nH]2)cc1C,i
CN(C)CC(=O)Nc1ccc(OC2CCN(C(=O)c3ccc(F)cc3)CC2)nc1,i
O=C(c1ccc2c(c1)N(Cc1ccccc1)C(=O)c1ccccc1S2(=O)=O)N1CCN(c2ccccc2)CC1,?
O=C(NCC(c1ccc(Cl)cc1)N1CCCCC1)c1ccccc1 (stereo unspecified),-24.8%
Cc1ccc2nc(C3CCN(Cc4cccs4)CC3)[nH]c(=O)c2c1,-0.6%[44.1 µM]
CC(C)c1cc(N2C[C@H](O)[C@@H](N3CCCCC3)C2)n2nccc2n1,?
O=C(c1cccc(F)c1)N1CCC(Oc2ccccc2-c2nc(-c3ccncc3)no2)C1 (stereo unspecified),?
COc1cccc(N2CCN(C(=O)c3cccn3-c3nnc(N4CCCCC4)s3)CC2)c1,i
O=C1CC(C(=O)N2CCN(c3ccc(F)cc3)CC2)CN1Cc1ccncc1 (stereo unspecified),-7.8%
COc1ccc(-c2cc(-c3ccc(CO)cc3)cn3cncc23)cc1,?
Cn1cc(CN2C[C@H](C(=O)NCc3cccc(F)c3)C[C@H]2c2cccc(C(F)(F)F)c2)cn1,8.91µM*
O=C(CC[C@H]1NC(=O)c2ccccc2NC1=O)Nc1n[nH]c(CCc2ccccc2)n1,-3.6%
CC(C)C[C@@H]1N[C@H](C(=O)NC2CCCC2)Cc2c[nH]c3cccc1c23,12.6µM*
O=C(c1noc2c1CCCCC2)N1CCN(c2ccc(Cl)cc2)CC1,i
Cc1noc(C)c1-c1cnc(NC(=O)c2ccc(Cl)cc2)c2c1CCO2,27.7%[44.1 µM]

A second format for 2 compounds above:
Compound: CC(C)C[C@@H]1N[C@H](C(=O)NC2CCCC2)Cc2c[nH]c3cccc1c23
- Pf Dd2 growth: 12.6µM*

Compound: O=C(c1noc2c1CCCCC2)N1CCN(c2ccc(Cl)cc2)CC1
- Pf Dd2 growth: i

More compounds.
SMILES,Pf Dd2 growth
CCOc1ccccc1CN1CCC2(CCN(C(=O)c3ccc(Cl)nc3)CC2)Oc2ccccc21,-27.6%
O=C(c1cc(Cl)ccc1F)N1CCN(c2cc(C(F)(F)F)ncn2)CC1,i
CN1C(=O)C2(CCN(C(=O)Nc3ccccc3F)C2)c2ccccc21 (stereo unspecified),i
COc1cc(OC)c(N(C)C(=O)c2nn(C)c3c2CSc2ccccc2-3)cc1Cl,9.7%
O=C(Nc1ncc(-c2cccc(F)c2)c2c1OCC2)c1cccnc1,38.3%[activator][44.1 µM]
Clc1ccc(NCc2nc3ccccc3n2CCOc2ccccc2)cc1,9.6%
CC(C(=O)NC1CCN(c2cnn(CC3CC3)c(=O)c2)CC1)c1ccccc1 (stereo unspecified),-19.9%
O=C1CCN(C(=O)CCc2c[nH]c3ccccc23)CCCC(C(=O)NCc2ccccc2)CCN1 (stereo unspecified),?
O=C1CCN(S(=O)(=O)c2ccccc2)CCCN(C(=O)CC2CCCC2)CCN1,?
O=C(Cn1c(=O)oc2cc(S(=O)(=O)N3CCCC3)ccc21)Nc1ccc(OC(F)(F)F)cc1,24.0%
OCC1CN(c2ncccn2)CC12CCN(Cc1cccnc1)CC2 (stereo unspecified),-0.4%
COc1cc2c(cc1OC)C(CNC(=O)C1CCCC1)N(C(=O)NC(C)C)CC2 (stereo unspecified),i
COC[C@@H]1CN(C(=O)Cn2cc(C)cn2)C[C@H]1c1ccncc1,30.7%[activator]
Cc1ccc(S(=O)(=O)N2CCC(n3cnnc3C)CC2)cc1Cl,-16.5%
O=C(NCC1CC1)c1ccc2c(c1)OCCN(c1ccccc1)C2,?
CNC(=O)c1cccc(-c2cnc(Nc3ccc(Cl)cn3)c3c2CCO3)c1,i
Cc1cc(F)ccc1OC1CN(C(=O)c2ccccn2)C1,-0.3%[44.1 µM]
O=C(Cn1nc2c(cc1=O)CCCC2)Nc1ccc(C(F)(F)F)cc1,?
O=C(NCc1ccc(Cl)cc1)C1CCN(C(=O)c2cnn(-c3ccccc3)c2-n2cccc2)CC1,-15.6%
COc1ccc(N2CCN(C(=O)c3ccc(NC(=O)c4nsc5ccccc45)cc3)CC2)cc1,3.1%
CCn1c2c(c(=O)n1Cc1ccccc1)CCN(C(=O)c1cccnc1)C2,44.5%[activator][44.1 µM]
CCCS(=O)(=O)N1CC(=O)N(c2ccc(Cl)cc2)C(C)(C(=O)NC2CCCC2)C1 (stereo unspecified),i
O=C(c1cc(C2CC2)[nH]n1)N1CCc2nn(Cc3ccccc3)c(=O)n2CC1,24.9%
O=C(Nc1ccccc1Cl)[C@H](CSCc1ccccc1)N1Cc2ccccc2C1=O,-27.6%
COc1cccc(N2C(=O)NC(=NC3CCCCC3)C23CCCN(Cc2cccnc2)C3)c1 (stereo unspecified),?

(listing goes on)
SMILES,Pf Dd2 growth
CCOc1ccc(OCC)c(Nc2cc(C)nc3nc(-c4ccco4)nn23)c1,11.0%
COCCCn1c(=N)c(C(=O)NC2CCCC2)cc2c(=O)n3cc(C)ccc3nc21,-15.9%
CC(NC(=O)C1(c2ccc(NS(C)(=O)=O)cc2)CCCCC1)c1ccccc1 (stereo unspecified),?
Cc1nc(C)n(CCCNc2nccc(-c3cc(C(=O)O)ccn3)n2)n1,0.8%
CC(=O)c1ccc(N2CCN(C(=O)NCc3noc4ccc(C)cc34)CC2)cc1,?
COc1ccc(CCC(=O)N2CCC3(CC2)CC(OC)CCO3)cc1 (stereo unspecified),59.1%[activator]
COc1ccccc1-c1[nH]nc2ncc(C(=O)Nc3ccc4[nH]ccc4c3)nc12,i
Cc1ccc(CCNC(=O)c2cc3sccc3n2Cc2ccc(F)cc2)cc1,-18.9%
COc1ccc(-c2cc([C@H]3CN4CC[C@H]3C[C@@H]4CNC(=O)C3CC3)n(C)n2)cc1OC,-12.0%[44.1 µM]
CCc1ccc(CNC(=O)CCCN2C(=O)CCn3nc(-c4cccn4C)cc32)cc1,16.8%
Cc1ccc(NC(=O)Cn2ccn3nc(-c4ccc(F)cc4)c(CO)c3c2=O)cc1Cl,i
Cc1cccc(NC(=O)C(=O)NCCc2csc(-c3ccc(C(F)(F)F)cc3)n2)c1C,0.1%
CN1CCCN(C(=O)Nc2ccc3c(c2)OCCO3)c2ccccc21,i
COc1ccc(-c2cc(CNC(=O)c3cn(CCN)nn3)no2)cc1,-21.1%
CCn1cc(C(=O)N2CCN(c3cc(Cl)ccc3C)CC2)c(=O)c2cc(S(=O)(=O)N3CCOCC3)ccc21,62.0%[activator]
O=C(c1ccc(=O)[nH]c1)N1C[C@@H](COCC2CC2)[C@H](c2ccccn2)C1,4.9%
Cc1nn(-c2ccc(F)cc2)c(Oc2ccc(F)cc2F)c1CCC(=O)NCc1ccco1,i
COc1ccc(C(=O)N2CCC(Oc3ncccc3C(=O)N3CCCCC3)C2)c(C)c1 (stereo unspecified),?
COc1cccc(CNC(=O)Cn2c(N3CCOCC3)nc(C)cc2=O)c1,-0.8%
CC(=O)NCCC(=O)N1CCC2(CC1)CC(N[S+](C)(=O)[O-])c1ccccc12 (stereo unspecified),15.7%
CC(=O)N[C@H]1CC[C@]2(C)CC[C@@H](C(C)C(=O)NC(C)C)[C@H](O)[C@H]2[C@@H]1C (stereo partly specified),-6.2%[44.1 µM]
Cc1cccc(N2CCn3c2nc2c3c(=O)n(CCCc3ccccc3)c(=O)n2C)c1,10.0%
Cc1ccc(C(=O)N2CCC(Oc3ccc(NC(=O)c4ccccc4)cn3)C2)cc1 (stereo unspecified),?
Fc1ccccc1CN1CCOC[C@H]1c1ncc(-c2cccc(Cl)c2)[nH]1,?
O=C(O)c1ccc(-c2ccc(C(F)(F)F)cc2)cc1,1.9%[44.1 µM]

Additional structures:
SMILES,Pf Dd2 growth
CCOc1ccccc1NC(=O)Cn1c(=O)c(-c2noc(CC)n2)c2n(c1=O)CCCC2,i
O=C(N1CCC(NS(=O)(=O)c2cccs2)CC1)N1CC2CC(C1)[C@H]1CCCC(=O)N1C2 (stereo partly specified),i
C=C(C)Cn1c(=O)c2c(nc3n2CCN3c2ccc(CC)cc2)n(C)c1=O,9.3%
CCOc1cccc(C2c3[nH]c4ccccc4c3CCN2C(=O)CCC2CCCC2)c1 (stereo unspecified),?
CN(C)c1nc(C2CC(NC3Cc4ccccc4C3)C2)cc(=O)[nH]1 (stereo unspecified),-2.4%
COc1cccc(CN2CCN3C(=O)N(Cc4ccccn4)C[C@H]3C2)c1,-3.5%[44.1 µM]
Cc1ccc2nc3c(cc(C#N)c(=O)n3-c3nnc(SCc4ccccc4Cl)s3)c(=O)n2c1,-3.5%
CC(C)(C)CC(=O)N1CCC(C(NC(=O)c2ccccc2Cl)C(=O)N2CCCCC2)CC1 (stereo unspecified),-17.0%
O=C1N(c2ccccc2)C[C@H]2CN(Cc3ccnc4ccccc34)CCN12,i

Three compounds out of the list, arranged by formula weight, descending.
SMILES,Pf Dd2 growth
CCc1nc2c(=O)n(CC(=O)NCc3ccc(F)cc3Cl)nc(C)c2s1,10.7%
COc1ccc2c(c1)OCC(C(=O)NCc1csc(N3CCCC3)n1)C2 (stereo unspecified),i
COc1ccc(CNC(=O)N2CCCCC2c2n[nH]c(C)n2)cc1 (stereo unspecified),-7.9%
